KCNQ2 block: KCNQ2 potassium channel inhibitors, primary screen, cell-based, CHO-K1, FluxOR thallium flux, B-score (AID 2156) | O88943 | 20 min; active compounds read low | B-score at 10 µM | 310,000 compounds, 1.1% hits;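 active = fluorescence ratio B-score at most minus 3 library SDs, with starting brightness B-score within 2 library SDs, cut at about -5.5 in these data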
Target sequence (O88943 whole entry, looked up): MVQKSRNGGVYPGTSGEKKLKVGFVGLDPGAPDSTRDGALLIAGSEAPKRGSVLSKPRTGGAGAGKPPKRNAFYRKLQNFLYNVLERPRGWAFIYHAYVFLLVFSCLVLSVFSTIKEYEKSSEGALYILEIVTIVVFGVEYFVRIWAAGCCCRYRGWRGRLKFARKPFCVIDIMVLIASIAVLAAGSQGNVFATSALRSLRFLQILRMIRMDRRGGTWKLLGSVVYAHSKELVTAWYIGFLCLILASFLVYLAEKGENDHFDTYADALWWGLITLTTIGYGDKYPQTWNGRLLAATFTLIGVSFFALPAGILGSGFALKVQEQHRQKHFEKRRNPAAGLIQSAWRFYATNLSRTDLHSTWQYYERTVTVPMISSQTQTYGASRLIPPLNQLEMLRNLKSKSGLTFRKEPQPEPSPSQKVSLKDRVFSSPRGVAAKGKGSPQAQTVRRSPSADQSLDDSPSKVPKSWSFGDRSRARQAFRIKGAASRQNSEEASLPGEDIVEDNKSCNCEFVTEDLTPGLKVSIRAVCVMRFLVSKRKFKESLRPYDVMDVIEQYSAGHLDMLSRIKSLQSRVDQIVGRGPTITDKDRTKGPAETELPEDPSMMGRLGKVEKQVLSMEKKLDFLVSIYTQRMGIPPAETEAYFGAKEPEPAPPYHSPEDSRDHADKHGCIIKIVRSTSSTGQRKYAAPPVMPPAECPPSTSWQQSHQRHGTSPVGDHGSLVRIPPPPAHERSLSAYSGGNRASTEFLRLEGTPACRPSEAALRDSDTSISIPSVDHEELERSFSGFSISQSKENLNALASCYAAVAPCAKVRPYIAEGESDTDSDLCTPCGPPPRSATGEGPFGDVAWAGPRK
STK33 kinase inh: inhibitors of human STK33 kinase. Q9BYT3. purified STK33, MBP phosphorylation, ADP-Glo luminescence. inhibition, % at 10 µM. 320,000 compounds, 0.073% hits;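 active = inhibition at or above 25%, using the most active replicate where run in duplicate; inactive = inhibition below 25%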
OX1R antag: OX1R (human) antagonism; O43613; OX1R-expressing cells, FRET antagonist read-out; inhibition, % at 6.6 µM; 330,000 compounds, 1.8% hits; AID 485270; in the data active = inhibition mostly above about 38%, no sharp cut-off; inactive = mostly below about 40%;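 also: 0% = agonist challenge alone and 100% = reference antagonist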
Starred values were filed as active, the others as inactive; i = inactive; . = no result given.

Structure,OX1R antag,KCNQ2 block,STK33 kinase inh
CCOC(=O)C1(Cc2ccccc2C(F)(F)F)CCN(C(C)COC)CC1 (stereo not drawn),15,i,-1.8
Cc1nn(Cc2c(Cl)cccc2Cl)c(C)c1C(=O)NCc1ccc(C)n1C,10,i,-0.9
Cn1cc(Br)c(C(=O)N/N=C/c2cc3ccccc3nc2Cl)n1,.,i,0.5
O=C(N/N=C/c1ccccn1)c1cc(-c2ccccc2)nc2ccccc12,25,i,0.6
Cc1ccnc(NC(=O)c2ccc(Br)s2)c1,12,i,2.8
O=C1CC(c2ccc(F)cc2)CC(O)=C1C=NCCN1CCN(C(=O)Nc2ccccc2)CC1 (stereo not drawn),0,i,-0.1
Nn1c(SCC(=O)NCCc2ccc(F)cc2)nnc1C1CCCCC1,7,.,1.3
COc1cccc(-c2nnc3sc(-c4cccs4)nn23)c1,10,.,-1.1
CC(C)C(=O)n1nc(-c2cccnc2)nc1NCc1ccc(F)cc1,20,i,-0.5
COc1cc(C(C)=O)ccc1Oc1cc(NN2CCCCC2)c([N+](=O)[O-])cc1[N+](=O)[O-],12,i,1.5

Next results:
Structure,OX1R antag,KCNQ2 block,STK33 kinase inh
CCCCOc1ccc(CSc2nncn2N)cc1,8,i,-0.8
Cc1ccc(N(C)C(=O)c2cnn(-c3ccccc3)c2C)c(C)c1,6,i,-0.3
CCCOC(=O)CCCCCCCCC(O)CN1CCCCC1 (stereo not drawn),12,i,-0.8
CC(C)(C)c1ccc(OC(=O)CN2C(=O)C3C4CCC(C4)C3C2=O)cc1 (stereo not drawn),6,i,0.2
COCCNC(=O)c1c(C)cc(C)cc1C,10,i,-2.3
Cc1[nH]c2ccccc2c1CCC(N)=O,14,i,-0.7
COc1ccccc1N1CCN(Cc2ccco2)CC1,12,i,-1.0
S=c1[nH]nc(-c2ccncc2)n1CC1CCCO1 (stereo not drawn),22,i,-0.4
CCOc1nnc(C)c2c(C)n(-c3ccc(Cl)cc3)nc12,8,i,0.3
CCNC(=O)N1CCNC(=O)C1CC(=O)Nc1ccc(C(=O)OCC)cc1 (stereo not drawn),6,i,-2.1

Next section.
Structure,OX1R antag,KCNQ2 block,STK33 kinase inh
Cc1cc(C)c2c3c(cn2n1)c(=O)n(C)c(=O)n3C,17,i,-0.1
CC(C)(C)OC(=O)N[C@H](C(=O)OC(C)(C)C)c1ccc2c(c1)OCO2,7,.,-2.0
COc1ccc(N2C(=O)C3CC(C)=C(C)CC3C2=O)c(OC)c1 (stereo not drawn),9,i,-0.8
CC(=O)Nc1ccc(S(=O)(=O)Nc2ccc(-c3ccc4nnc(C)n4n3)cc2)cc1,6,i,-0.8
Cc1ccc2c(c1)C(=O)CC1(CCCCCC1)O2,25,i,-1.1
Cc1cc(=O)oc(C)c1C(=O)Nc1ccc(F)cc1,12,i,-0.2
CN1C(=O)CS(=O)c2ccc(C(=O)NCCC3=CCCCC3)cc21 (stereo not drawn),6,i,0.8
CCn1cnc2c1c(=O)n(CC(=O)Nc1cc(C)on1)c(=O)n2Cc1ccccc1,11,i,-2.1
Cc1ccc2c(c1)nc(NCCO)n2C,17,i,-0.7
CN(CC(=O)Nc1ccccc1C(F)(F)F)C(=O)c1cccc(-n2cccc2)c1,3,i,-1.7

As entered above.
`CCOc1nnc(C)c2c(C)n(-c3ccc(Cl)cc3)nc12` @ OX1R antag = 8
`Cc1ccc(N(C)C(=O)c2cnn(-c3ccccc3)c2C)c(C)c1` @ STK33 kinase inh = -0.3

Additional results.
Structure,OX1R antag,KCNQ2 block,STK33 kinase inh
Cc1ccc(S(=O)(=O)N(C)C[C@H]2Oc3ccc(NC(=O)Nc4c(C)noc4C)cc3CC(=O)N([C@@H](C)CO)C[C@@H]2C)cc1,5,.,0.6
CC(C)NC(=O)Nc1cccc2c1O[C@H](CN(C)C(=O)NC1CCCCC1)[C@H](C)CN([C@H](C)CO)C2=O,8,.,-1.0
COc1cccc(NC(=O)CN(C)C(=O)c2ccc(COc3ccccc3)o2)c1,14,.,-1.1
O=C(c1ccccc1[N+](=O)[O-])N1CCc2ccccc2C1,18,i,0.4
O=c1[nH]c2ccc(NC(=S)NCc3ccccc3)cc2[nH]1,-2,i,-0.9
COc1ccc(NC(=O)CCN2C(=O)c3cccc([N+](=O)[O-])c3C2=O)cc1,33,i,-1.5
COc1ccc(N2CCOCC2)c(NC(=O)c2cccc3ccccc23)c1,16,i,-0.5
Cc1cc(=O)oc(C)c1C(=O)OCC(=O)c1ccc(Cl)cc1,10,i,-1.1
Cc1cccc(N2CCN(C(=O)CCc3nc4ccccc4[nH]3)CC2C)c1 (stereo not drawn),4,i,-0.1
CS(=O)(=O)N(CC(=O)N1CCOCC1)c1ccccc1,-5,i,-0.7

(further entries)
Structure,OX1R antag,KCNQ2 block,STK33 kinase inh
O=C(CCS(=O)(=O)c1ccc(Cl)cc1)Nc1nnc(-c2ccco2)o1,0,i,-0.7
CCOc1cc(/C=C2\NC(=S)N(C)C2=O)ccc1OCc1ccc(C(=O)O)cc1,9,i,1.7
Cc1ccc(S(=O)(=O)N(C)C)cc1NS(=O)(=O)c1ccc(Cl)s1,40,i,3.0
O=C(/C(C=Nc1ccc(F)cc1)=C(/O)c1ccco1)C(F)(F)F,13,i,-1.9
CCN1CCN(c2ncnc3c2nnn3Cc2ccccc2)CC1,28,i,-0.8
Cc1ccc(-c2csc(NC(=O)c3ccc([N+](=O)[O-])o3)n2)cc1,30,i,1.6
Cc1cc(=O)oc2cc(OCc3ccc(C(=O)OCC(=O)NC4CCS(=O)(=O)C4)cc3)ccc12 (stereo not drawn),4,i,-3.3
Cc1ccc(C2=NNC(=O)C(P(=O)(c3ccccc3)c3ccccc3)C2)cc1 (stereo not drawn),20,i,-2.3
CCc1cccc(N=c2c([N+](=O)[O-])nn(-c3ccc4c(c3)OCCO4)n2O)c1,17,i,-0.5
CC(=O)n1c(=O)oc2ccccc21,8,i,-0.6

Next records follow:
Structure,OX1R antag,KCNQ2 block,STK33 kinase inh
CCSc1ncc(/C=N/Nc2ccc([N+](=O)[O-])cc2)n1C,8,.,-0.5
O=C(CN1CCCc2ccccc21)Nc1ccccc1[N+](=O)[O-],23,i,4.3
COc1ccc(N2CCN(C(c3cccs3)C(C)NC(=O)c3ccc4c(c3)OCO4)CC2)cc1 (stereo not drawn),12,i,-1.9
CC(=O)N1N=C(c2cccc([N+](=O)[O-])c2)OC1(C)c1cccs1 (stereo not drawn),2,i,-0.8
CCCC/C=C/[C@H](c1ccccc1)[C@H](CO)Cc1cccnc1,46,-5.7*,-0.1
C/C(=N\Nc1nc(C)cc(C)n1)c1ccc(N2CCOCC2)cc1,2,i,0.7
CC(=O)Nc1nc2cc([N+](=O)[O-])ccc2s1,10,.,-0.2
O=C(NC(=S)Nc1ccccn1)c1ccco1,13,i,6.6
CC(C)(C)CC(C)(C)NC(=O)/C=C/C(=O)O,7,i,-3.0
N#Cc1c(-c2ccc(Cl)cc2)nc2n(c1=O)CCCS2,15,i,-0.1

More compounds follow:
Structure,OX1R antag,KCNQ2 block,STK33 kinase inh
O=C(CSc1nc2ccccc2c(=O)n1-c1ccccc1)NCc1ccc2c(c1)OCO2,23,i,1.0
CC(C)CNC(=O)Cn1c(=O)c2c(ncn2CC(C)C)n(Cc2ccccc2)c1=O,14,i,-1.9
COc1ccc(OC)c(NC2=NC3(CCCCC3)N=C(N)N2)c1,10,i,-1.8
O=C(NC1CCCCC1)C(c1ccc2ncccc2c1)N(Cc1ccccc1)C(=O)c1ccc2c(c1)OCCO2 (stereo not drawn),7,i,-0.3
CC(C)(C)NC(=O)CN(C(=O)CN1C(=O)C(=O)c2ccccc21)C(C)(C)C,37,i,-1.4
CC(C)[C@H](NC(=O)OCc1ccccc1)C(=O)NC(C=O)Cc1ccccc1 (stereo partly drawn),11,.,-0.7
COC(=O)c1ccc(NC(=O)CN(Cc2ccc(Cl)cc2)S(C)(=O)=O)cc1,3,i,-1.0
O=C(O)CC(CC(=O)Nc1ccc2ccccc2n1)c1ccccc1 (stereo not drawn),0,i,-0.9
COc1ccc(C(=S)N2CCN(C)CC2)cc1,25,i,-2.2
C=CCC[C@H](Cc1ccc(F)cc1)C(=O)OC[C@@H](NC(=O)[C@@H](CC=C)CC(=O)N[C@H](CO)Cc1ccccc1)C(C)(C)C,-2,.,-1.2

2 records picked at random from those above, as already listed:
Structure,OX1R antag,KCNQ2 block,STK33 kinase inh
O=C(O)CC(CC(=O)Nc1ccc2ccccc2n1)c1ccccc1 (stereo not drawn),0,i,-0.9
O=C(CSc1nc2ccccc2c(=O)n1-c1ccccc1)NCc1ccc2c(c1)OCO2,23,i,1.0

Next results follow:
Structure,OX1R antag,KCNQ2 block,STK33 kinase inh
O=C(COC(=O)C1CCN(c2ccc(C(F)(F)F)cn2)CC1)c1ccccc1,10,i,-0.3
COc1ccc(CN(C)C(=O)c2cc(-c3ccc(OC)c(OC)c3)nc3ccccc23)c(OC)c1,.,i,-1.1
COC(=O)Cn1cc(C(=O)C(F)(F)F)c2ccccc21,19,i,0.7
O=C(COC(=O)c1ccc(Cl)c(S(=O)(=O)N2CCCC2)c1)NCc1ccccc1,9,.,-2.8
Cc1ccc(-c2onc3ccc(Cl)cc23)cc1,19,i,1.0
O=C(C1=C[C@@H](c2coc3ccccc3c2=O)C[C@@H](OCCCCO)O1)N1CCN(Cc2ccccc2)CC1,8,i,1.7
Cc1ccnc(NS(=O)(=O)c2ccc(NS(=O)(=O)c3ccc(Br)cc3)cc2)n1,-5,i,-1.4
Cc1noc(C(=O)Nc2c(C)n(C)n(-c3ccccc3)c2=O)c1Cl,1,i,-1.6
CCN(CC)CCCN=Cc1c(O)n(Cc2ccccc2)c(=O)c2ccccc12,25,i,.
O=C(c1ccc(Br)cc1)N1CCC(C(=O)N2CCN(Cc3ccccc3)CC2)CC1,.,i,-3.3

Remaining list, next part.
Structure,OX1R antag,KCNQ2 block,STK33 kinase inh
Cc1nnc(N(C(=O)c2cnccn2)c2ccccc2)s1,5,i,-1.1
Brc1ccc2c(c1)CN1CCCC1=N2,-5,i,12
CC(=O)Nc1ccc(NC(=O)COC(=O)Cc2cccs2)cc1,8,i,-0.5
COC(=O)CC[C@@H](C(=O)O)N1C(=O)c2ccccc2C1=O,20,i,-1.4
NC(=O)c1c(NC(=O)Cn2cc([N+](=O)[O-])cn2)sc2c1CCCC2,101*,i,-1.0
O=C(NCc1ccccn1)c1ccc2ccccc2n1,7,i,-1.5
CN(CC(=O)Nc1cccc(F)c1)CC(=O)Nc1ccccc1Oc1ccccc1,-3,i,1.4
O=S1(=O)c2cccc3cccc(c23)N1Cc1nnc(-c2ccccc2Br)o1,72,i,-0.2
Cc1oc(-c2cccs2)nc1CN1CCN(CC(C)C)C(CCO)C1 (stereo not drawn),8,i,-1.9
COC(=O)c1ccccc1NC(=S)NC(=O)C1CC1,41,i,0.8

The results go on.
Structure,OX1R antag,KCNQ2 block,STK33 kinase inh
COc1ccc(S(=O)(=O)Nc2nc3ccccc3nc2NCC2CCCO2)cc1 (stereo not drawn),24,i,-0.6
CCOc1ccc(NC(=O)CN(C)C(=O)C2(c3ccccc3)CC2)cc1OCC,9,i,-0.3
CCCCCC/C(=N\NS(C)(=O)=O)c1ccccc1,7,i,-0.8
CCn1c(Cc2ccc(OC)cc2)nc2ccccc21,21,i,-1.1
O=C(CN1CCOCC1)Nc1ccc(Br)cc1,1,i,-1.9
COc1ccc(C(=O)NCc2nnc(SCC(=O)Nc3cc(C)cc(C)c3)o2)cc1OC,26,i,-0.7
O=C(CSc1nc2ccc([N+](=O)[O-])cc2s1)NCC1CCCO1 (stereo not drawn),23,i,0.0
CC(C)C1Cc2c(C#N)c(N)sc(=S)c2CO1 (stereo not drawn),28,i,0.4
Cc1cc(=O)oc2cc(Oc3ccc([N+](=O)[O-])cc3[N+](=O)[O-])ccc12,89*,i,-0.4
COC(=O)Cn1ccc2cc(S(=O)(=O)N3CCCCC3)ccc21,12,i,-0.7

Structural class: those above containing a thiophene ring, fused or not.
Structure,OX1R antag,KCNQ2 block,STK33 kinase inh
Cc1ccnc(NC(=O)c2ccc(Br)s2)c1,12,i,2.8
COc1cccc(-c2nnc3sc(-c4cccs4)nn23)c1,10,.,-1.1
Cc1ccc(S(=O)(=O)N(C)C)cc1NS(=O)(=O)c1ccc(Cl)s1,40,i,3.0
COc1ccc(N2CCN(C(c3cccs3)C(C)NC(=O)c3ccc4c(c3)OCO4)CC2)cc1 (stereo not drawn),12,i,-1.9
CC(=O)N1N=C(c2cccc([N+](=O)[O-])c2)OC1(C)c1cccs1 (stereo not drawn),2,i,-0.8
CC(=O)Nc1ccc(NC(=O)COC(=O)Cc2cccs2)cc1,8,i,-0.5
NC(=O)c1c(NC(=O)Cn2cc([N+](=O)[O-])cn2)sc2c1CCCC2,101*,i,-1.0
Cc1oc(-c2cccs2)nc1CN1CCN(CC(C)C)C(CCO)C1 (stereo not drawn),8,i,-1.9

(cont.)
Structure,OX1R antag,KCNQ2 block,STK33 kinase inh
O=C(Cc1ccccc1)Nc1cccc(N2C(=O)C=CC2=O)c1,4,i,1.2
COc1cc(-c2nc3ccccn3c2NCc2ccccc2)ccc1SC1CCCCC1,23,-8.7*,7.0
CCOC(=O)c1ccc(NC(=O)c2cc(OC)c(OC)c(OC)c2Br)cc1,20,i,-2.1
CCc1ccc2[nH]c3nc(N/N=C/c4cccc(O)c4)nnc3c2c1,17,i,-0.2
O=C(c1ccncc1)N1CCN(c2cccc(C(F)(F)F)c2)CC1,10,i,-2.5
